Source: PubChem
D1 antag: antagonists of human D1 dopamine receptor | AID 504652 | P21728 | activity change, negative = inhibition, % at 10 µM | HEK293 TREx D1 cells, calcium flux, dopamine EC80; active compounds read low | 360,000 compounds, 3.2% hits; in the data active = activity change below about -30%; note: % is set by controls: 0 for no effect and ±100 for the full control effect
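After overnight tetracycline induction at 30 C, force-coupled D1 HEK293 cells took up a no-wash calcium dye at room temperature. Compounds were added and monitored 180 s, and the response to EC80 dopamine was then recorded.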
D2 antag: D2 dopamine receptor (human) antagonism. HEK293 TREx D2 cells, calcium flux, dopamine EC80. 340,000 compounds, 2% hits. inhibition, % at 10 µM. AID 485344. P14416; in the data active = inhibition above about 30%; note: 0% is about no effect
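Compounds are added to dye-loaded, induced HEK293 T-REx cells coupled to calcium release via D2; after a 3 min kinetic read an EC80 dopamine stimulus is given and fluorescence is recorded for 3 more min.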
D1 potentiator: human D1 dopamine receptor positive modulation; 360,000 compounds, 0.036% hits; HEK293 TREx D1 cells, calcium flux, dopamine EC20 potentiation; potentiation, % at 10 µM; AID 504651; P21728; in the data active = potentiation above about 30%; note: 0% is about no effect
D2 PAM: D2 dopamine receptor (human) potentiation. P14416. HEK293 T-REx D2, calcium flux, EC20 dopamine potentiation. potentiation, % at 10 µM. 340,000 compounds, 0.34% hits. AID 485347;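 active = potentiation over 3 SD above the plate norm, cut at about 30% in these data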; note: 0% is about no effect
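Potentiation of an EC20 dopamine calcium response is measured in a force-coupled, tetracycline-inducible Hek293 Trex D2 line. Compound-only kinetic reads over 180 s flag agonists before dopamine addition.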
D2 ag: D2 dopamine receptor (human) agonism. P14416. HEK293 T-REx D2 cells, calcium flux agonist mode. activation, % at 2 µM. 340,000 compounds, 0.53% hits. AID 485358;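 active = activation over 3 SD above normal in the single-dose calcium agonist read, cut at about 30% in these data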; note: 0% is about no effect
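Tetracycline-induced HEK293 T-REx cells with force-coupled D2 receptor, plated overnight at 30 C, loaded with no-wash calcium dye. After a 10 s baseline, compound was pin-added and calcium flux read kinetically for 180 s; calcium rises flagged agonists.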
TRHR enhancer: allosterically enhances the human TRH receptor; P34981; TRHR cells, fluo-8 calcium fluorescence, EC20 TRH enhancement; enhancement, % at 2 µM; 360,000 compounds, 0.66% hits; AID 493056; in the data active = enhancement above about 30%; note: 0% is about no effect
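Enhancer read-out: after compound pinning and an initial kinetic agonist-mode read, an EC20 of TRH (10 nM final) was injected and fluo-8 calcium signal (Ex 480/Em 530) followed at 1 s/cycle for 100 cycles in TRHR-expressing cells.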
RXFP1 antagonist: antagonists of human relaxin receptor RXFP1 | HEK293-RXFP1, relaxin-stimulated cAMP HTRF, 30 min; active compounds read low | Q9HBX9 | AID 1259400 | 350,000 compounds, 0.59% hits | activity change, negative = inhibition, % at 57.5 µM;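 active = activity change of -60% or lower, but not beyond a set lower limit; inconclusive = change between -60% and -40%, or beyond the set limit; inactive = change above -40%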; note: % is set by controls: 0 for no effect and ±100 for the full control effect
Target sequence (Q9HBX9 whole entry, looked up): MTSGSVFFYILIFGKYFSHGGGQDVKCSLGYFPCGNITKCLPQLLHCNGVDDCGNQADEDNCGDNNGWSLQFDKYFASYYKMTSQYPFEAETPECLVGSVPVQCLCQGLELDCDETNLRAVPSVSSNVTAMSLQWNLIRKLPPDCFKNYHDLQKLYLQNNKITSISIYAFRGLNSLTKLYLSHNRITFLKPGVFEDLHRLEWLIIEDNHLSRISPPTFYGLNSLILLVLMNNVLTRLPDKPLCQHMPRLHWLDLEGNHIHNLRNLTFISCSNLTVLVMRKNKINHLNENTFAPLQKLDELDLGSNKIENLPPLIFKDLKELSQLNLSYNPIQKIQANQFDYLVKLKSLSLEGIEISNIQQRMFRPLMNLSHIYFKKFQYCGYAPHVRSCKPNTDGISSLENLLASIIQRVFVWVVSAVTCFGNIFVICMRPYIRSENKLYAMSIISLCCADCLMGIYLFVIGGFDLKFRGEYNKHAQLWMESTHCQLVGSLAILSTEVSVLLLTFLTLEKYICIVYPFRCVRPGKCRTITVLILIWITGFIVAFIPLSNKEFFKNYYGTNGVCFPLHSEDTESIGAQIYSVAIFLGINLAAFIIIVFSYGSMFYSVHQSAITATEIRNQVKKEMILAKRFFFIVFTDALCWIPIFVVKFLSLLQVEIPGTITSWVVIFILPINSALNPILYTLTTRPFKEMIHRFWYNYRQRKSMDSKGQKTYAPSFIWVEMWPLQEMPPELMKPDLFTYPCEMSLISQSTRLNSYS
TRHR ag: TRH receptor (human) agonism; P34981; TRHR cells, calcium flux fluo-8, FDSS agonist mode; activation, % at 2 µM; 360,000 compounds, 0.18% hits; AID 493084; note: 0% is about no effect
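Fluo-8-loaded TRHR cells; 10 s baseline, compound added, kinetic Ca2+ fluorescence read 1/s, agonist mode.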
D1 ag: agonists of human D1 dopamine receptor. 360,000 compounds, 1% hits. AID 504660. HEK293 T-REx D1 cells, calcium flux, agonist mode. activation, % at 2 µM. P21728; note: 0% is about no effect
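Tetracycline-induced HEK293 TREx D1 cells, force-coupled to calcium signalling, were dye-loaded with a no-wash calcium kit. Compound was pin-added after a 10 s baseline. Fluorescence was read kinetically at 1 cycle/s for 180 s, with calcium rises flagged as agonism.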
An asterisk follows results filed as active; ? = inconclusive; / = no result given. Cut-off read from the data, not from the text of the source, unless noted: active = activation above about 30%; inactive = the rest. Only part of the results is shown. The share of hits here may be higher or lower than overall.

No.	smiles	D1 ag	D1 antag	TRHR ag	D2 antag	TRHR enhancer	D2 PAM	D2 ag	D1 potentiator	RXFP1 antagonist
1	Nc1c(C(=O)NCCN2CCOCC2)c2nc3ccccc3nc2n1Cc1ccccc1	7	-3	-1.0	-18	12	3	0.2	-9	-9
2	CCCC(=O)NC(Oc1ccc(OC)cc1)C(Cl)(Cl)Cl (stereo unspecified)	3	5	-0.4	17	-3	3	-1.9	0	11
3	Cn1c(O)c(/C=C/C=Nc2ccccc2)c(=O)n(C)c1=S	64*	2	45*	-2	17	0	10	5	-12
4	O=C(CN1CCOCC1)c1cccc2ccccc12	1	-11	0.7	-9	-2	-6	-0.2	-1	-1
5	COc1ccc(C(=O)C2CCCN(CCO)C2)c(C)c1 (stereo unspecified)	6	-3	0.4	9	4	-3	0.7	1	10
6	CC(C)n1nnnc1CN1CCN(C)CC1	2	-4	0.5	-8	-1	-9	0.4	2	-6
7	Cc1ccc(/C=C2\C(=O)NC(=O)N(CCc3ccc(F)cc3)C2=O)s1	7	-1	6.1	/	1	/	/	-4	?
8	CCCCCCn1c(=O)c(C(=O)Nc2cccc(C)n2)c(O)c2ccccc21	1	4	0.0	12	-9	4	-0.2	-2	1
9	O=C(NCC(c1cccnc1)N1CCN(c2ccccc2F)CC1)Oc1ccccc1 (stereo unspecified)	2	-19	0.4	3	-19	-12	4.2	-3	-6
10	Cn1c(O)c(C=NCc2ccco2)c(=O)n(C)c1=O	2	-1	0.1	3	-1	-5	-0.1	12	-5
11	COc1ccc(/C=C2\C(=O)NC(=O)N(Cc3ccccc3)C2=O)c(OC)c1OC	3	18	-2.1	-15	4	26	-0.4	-2	-17
12	Nc1nc(SCCC(F)=C(F)F)n[nH]1	4	0	0.1	8	-7	-4	0.0	-1	5
13	Cc1c(CC(=O)N2C[C@H]3C[C@@H](C2)c2cccc(=O)n2C3)c(=O)oc2cc(O)c(Cl)cc12	2	-47*	-0.1	10	12	0	0.8	0	/
14	COc1ccc2[nH]cc(CCNCc3cccnc3)c2c1	0	-6	0.4	-8	6	-13	0.0	-4	1
15	CC(=O)c1cccc(NC(=O)c2cccn(Cc3cccc(C)c3)c2=O)c1	1	/	0.1	/	-2	15	0.9	-1	/
16	O=C(N/N=C/c1c(O)n(-c2ccccc2)c(=S)[nH]c1=O)c1ccccc1	2	-10	-0.7	-5	2	-8	-0.9	-5	-1
17	CCOC(=O)c1c(/N=C/C2C(=O)NC(=S)NC2=O)sc2c1CCC2	17	-8	11	-2	-2	-1	4.0	-6	8
18	Cc1oc(-c2ccccc2Cl)nc1CN1C(=O)CN=C(c2ccccc2)c2cc(Cl)ccc21	-1	6	0.0	/	-5	4	1.3	0	-2
19	CC1=CC(=O)C2=C(C)CC(O)C3C(C)C(=O)OC3C12 (stereo unspecified)	0	-23	0.4	35*	-3	3	0.1	-2	-7
20	COC(=O)C1=C(c2ccc(OCc3ccccc3)cc2)C[C@@H]2CC[C@H]1N2C(=O)NCc1ccc(N(C)C)cc1	-1	15	-0.4	-4	7	16	1.0	8	/
21	COc1ccc(C(=O)C2CCCN(Cc3ccccn3)C2)c(OC)c1 (stereo unspecified)	-1	7	0.8	-6	2	-9	0.7	-4	4
22	COc1ccc(N2C(=O)NC(=O)/C(=C/c3cccc(OC(=O)c4cccs4)c3)C2=O)cc1Cl	0	10	0.2	-5	2	-6	-0.1	4	-15
23	CCC(=NCc1ccco1)c1c(O)n(C2CCCCC2)c(=O)[nH]c1=O	1	3	-1.3	4	-3	2	0.2	-6	1
24	COCCNC(=O)CN1C2CCC1CC(O)(c1cccnc1)C2 (stereo unspecified)	1	-9	0.1	-4	2	14	0.8	0	3
25	O=C(CCn1c(=O)oc2ccccc21)N1CCC2(CC1)OCCO2	5	-5	-0.8	-4	5	1	-1.2	-7	-9

Further structures
No.	smiles	D1 ag	D1 antag	TRHR ag	D2 antag	TRHR enhancer	D2 PAM	D2 ag	D1 potentiator	RXFP1 antagonist
26	Nc1ccccc1C(=O)OCCOc1ccccc1	0	-14	-0.6	11	-2	4	0.3	-1	-6
27	CCCCn1c(=O)c(C(=O)Nc2ccc(C)cn2)c(O)c2ccccc21	2	-6	0.4	-1	-4	0	0.0	2	4
28	COc1cccc(/C=C2\N=C(c3cncc(Br)c3)OC2=O)c1	2	-4	-0.5	-1	5	15	1.2	-4	/
29	CCCCOc1ccc(CN2CCN(CCO)CC2)cc1	2	-6	0.0	-11	-6	/	-1.0	-3	15
30	O=c1c2ccccc2nc(/C=C/c2ccc(O)cc2)n1-c1ccc(O)cc1	4	-8	2.2	11	-3	2	0.1	3	-2
31	CC(=NCC1CCCO1)c1c(O)n(-c2ccc(Cl)cc2)c(=O)[nH]c1=O (stereo unspecified)	3	3	0.4	17	1	5	0.4	5	0
32	COC(=O)c1nc(-c2ccc3c(n2)C(=O)C(N)=C(OC)C3=O)c(N)c(-c2ccc(OC)c(OC)c2O)c1C	0	-13	-0.9	-12	-6	15	-0.6	14	19
33	CCOP(=O)(OCC)C(O)c1ccc(OC)cc1OC (stereo unspecified)	5	2	0.2	-7	-5	-3	0.7	3	4
34	O=[N+]([O-])c1ccccc1CCl	1	/	-0.3	17	-2	0	0.9	-1	/
35	O=C(NCc1cccnc1)NC1CCCCC1	1	-3	0.5	/	-1	/	/	-4	4
36	COc1ccc(-n2c(O)c(C(C)=NCCCn3ccnc3)c(=O)[nH]c2=O)cc1	3	34	0.4	-7	0	17	0.4	11	-2
37	O=P(Nc1cccc(F)c1)(Oc1ccccc1F)Oc1ccccc1F	2	-37*	0.9	-2	9	-2	0.0	-6	1
38	CCOc1ccc(CN(CCc2ccc3c(c2)OCO3)Cc2ccc(OC)c(Br)c2)cc1	9	-21	1.4	/	-10	-19	25	-2	-7
39	CSc1nc(N)c(N=Nc2ccc([As](=O)(O)O)cc2)c(=O)[nH]1	0	-3	0.5	-15	-3	11	1.3	0	0
40	CCOc1ccccc1N1C(=O)NC(=O)/C(=C/c2ccc3c4c(cccc24)CC3)C1=O	-1	7	0.7	-22	4	2	0.1	0	-24
41	O=C1CN=C(c2ccc[nH]2)c2cc(Cl)ccc2N1	1	-5	3.1	17	-5	18	1.3	1	7
42	Oc1ccc2c3c1O[C@H]1c4[nH]c5ccccc5c4C[C@@]4(O)[C@@H](C2)N(CC2CC2)CC[C@]314	2	19	1.3	-9	-9	0	-1.6	-5	/
43	CCCCN1CCC(O)(c2ccccc2)C(C(=O)c2ccccc2)C1 (stereo unspecified)	2	3	0.9	-27	-1	1	9.5	-9	3
44	S=C=Nc1ccccn1	3	-11	-0.1	3	2	-3	-0.9	-5	/
45	Cc1ccc(C(=O)O)cc1N=Nc1c(O)[nH]c(=O)[nH]c1=O	2	-19	-1.7	-13	-4	-3	3.3	-6	-9
46	Cc1cc(/C=C2\C(=O)NC(=O)N(c3cccc(F)c3)C2=O)c(C)n1-c1ccc(C(=O)O)c(Cl)c1	5	-6	0.4	-9	5	-6	-0.3	0	6
47	O=c1c2ccccc2nc(Cc2ccccc2)n1-c1ccc(O)cc1	0	-8	1.7	-7	6	8	1.0	0	-8
48	CC(C)c1ccc(O)c(CN2CCN(c3ccccc3)CC2)c1	93*	-4	-1.0	-16	3	22	-1.7	1	-15
49	CN1CCN(C(=O)COc2ccc(S(=O)(=O)Nc3ccc(F)cc3)cc2)CC1	6	6	1.2	-9	7	-5	0.5	7	2
50	Cc1cccc(-n2nc(C)c3c2NC(=O)CSC3c2ccccc2Cl)c1 (stereo unspecified)	-1	1	0.5	/	-4	3	0.2	-1	-9

By substructure: the entries above with a furan ring, fused or not.
No.	smiles	D1 ag	D1 antag	TRHR ag	D2 antag	TRHR enhancer	D2 PAM	D2 ag	D1 potentiator	RXFP1 antagonist
10	Cn1c(O)c(C=NCc2ccco2)c(=O)n(C)c1=O	2	-1	0.1	3	-1	-5	-0.1	12	-5
23	CCC(=NCc1ccco1)c1c(O)n(C2CCCCC2)c(=O)[nH]c1=O	1	3	-1.3	4	-3	2	0.2	-6	1

The list goes on:
No.	smiles	D1 ag	D1 antag	TRHR ag	D2 antag	TRHR enhancer	D2 PAM	D2 ag	D1 potentiator	RXFP1 antagonist
51	COCc1cc(C2SCC(=O)Nc3c2c(=O)[nH]n3C(C)C)ccc1OC (stereo unspecified)	2	30	-0.2	-4	1	-8	0.9	-1	-14
52	Cn1cccc1/C=C1\C(=O)NC(=O)N(Cc2ccccc2)C1=O	1	-4	1.2	13	-14	-6	0.8	-7	-11
53	CCn1c(=O)cc(SCC(=O)N2CCC3(CC2)OCCO3)c2ccccc21	3	-9	-0.5	-7	-6	-2	-0.7	-6	23
54	c1cnc2c(c1)ncn2C1CCNCC1	0	12	1.2	/	-5	2	2.0	-1	-7
55	C#CCOc1cc(C2C3=C(COC3=O)Nc3cc4c(cc32)OCO4)ccc1OC (stereo unspecified)	0	5	-0.1	-11	-3	-10	-0.1	-3	2
56	COc1ccc(Cn2c(O)c(/C=N/NC(=O)c3ccncc3)c(=O)[nH]c2=O)cc1	2	-9	0.1	-12	-1	-1	-1.2	0	-30
57	N#Cc1cc2c(nc1SCC(=O)Nc1cccc(C(F)(F)F)c1)C1CCN2CC1	3	-24	-0.7	/	-6	2	0.7	-2	/

Compounds shown so far with fluorine (7):
No.	smiles	D1 ag	D1 antag	TRHR ag	D2 antag	TRHR enhancer	D2 PAM	D2 ag	D1 potentiator	RXFP1 antagonist
7	Cc1ccc(/C=C2\C(=O)NC(=O)N(CCc3ccc(F)cc3)C2=O)s1	7	-1	6.1	/	1	/	/	-4	?
9	O=C(NCC(c1cccnc1)N1CCN(c2ccccc2F)CC1)Oc1ccccc1 (stereo unspecified)	2	-19	0.4	3	-19	-12	4.2	-3	-6
12	Nc1nc(SCCC(F)=C(F)F)n[nH]1	4	0	0.1	8	-7	-4	0.0	-1	5
37	O=P(Nc1cccc(F)c1)(Oc1ccccc1F)Oc1ccccc1F	2	-37*	0.9	-2	9	-2	0.0	-6	1
46	Cc1cc(/C=C2\C(=O)NC(=O)N(c3cccc(F)c3)C2=O)c(C)n1-c1ccc(C(=O)O)c(Cl)c1	5	-6	0.4	-9	5	-6	-0.3	0	6
49	CN1CCN(C(=O)COc2ccc(S(=O)(=O)Nc3ccc(F)cc3)cc2)CC1	6	6	1.2	-9	7	-5	0.5	7	2
57	N#Cc1cc2c(nc1SCC(=O)Nc1cccc(C(F)(F)F)c1)C1CCN2CC1	3	-24	-0.7	/	-6	2	0.7	-2	/
